Screening data as filed in PubChem BioAssay.
S1P4 antagonist – antagonists of human S1P4 receptor; O95977; S1P4-expressing cells, antagonist mode, reporter read-out; inhibition, % at 4.98 µM; actives 0.26% (n = 220,000); AID 1510; in the data active = inhibition above about 29%;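 also: 0% = wells stimulated with agonist and 100% = vehicle wells without agonist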
BaF3 parental – reduces parental Ba/F3 cell viability, JAK2V617F counter-screen. CellTiter-Glo ATP luminescence. inhibition, % at 5.6 µM. actives 1.1% (n = 220,000). AID 1486;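 active = inhibition above a per-campaign cutoff, the mean inhibition of all tested compounds plus 3 SD, cut at about 27% in these data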;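 also: 0% = DMSO wells and 100% = JAK Inhibitor I control wells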
zfTRPN1 agonist – zebrafish TRPN1 (NompC) channel agonism; activation, % at 3 µM; HEK293 zebrafish TRPN1-YFP, Fluo-8 calcium fluorescence; 100% = response to 87 µM carbachol; AID 1424; actives 0.18% (n = 220,000);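 active = activation above its plate's cutoff, the mean activation of test wells on that plate plus 3 SD, cut at about 19% in these data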;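 also: 0% = DMSO alone and 100% = 87 µM carbachol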
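Material: zebrafish TRPN1-YFP in HEK293 cells. Doses: one dose of 3 µM, 0.3% DMSO. Incubation: dye 1 h 37 °C plus 30 min RT. Measured by: intracellular calcium fluorescence with Fluo-8.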
EP2 mod – modulates human prostaglandin E2 receptor EP2 signaling. P43116. induction, % at 25 µM. EP2-expressing cells, cAMP HTRF FRET, PGE2 co-stimulation. actives 0.83% (n = 260,000);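 active = compounds whose cAMP rise, as percent of the full-agonist control response, exceeds 60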;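 also: rat C6 glioma line stably carrying human EP2 under a CMV promoter; the protocol text gives 20 µM as final concentration; 100% = response of wells given 1 µM PGE2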
S1P4 ag – activates the human S1P4 receptor; O95977; S1P4-expressing cell line, agonist reporter assay; activation, % at 4.98 µM; actives 0.35% (n = 220,000); AID 1509; in the data active = activation above about 11%;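 also: 0% = DMSO vehicle and 100% = reference agonist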
PERK inh – inhibitors of human PERK kinase; CHO PERK-DD fusion, SEAP luminescence translation reporter; inhibition, % at 5.6 µM; actives 0.17% (n = 220,000);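 active = inhibition above the mean inhibition of all tested compounds plus 3 SD, set separately per screening campaign, cut at about 2.9% in these data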;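 also: PERK kinase domain activated by AP20187 dimerizer at 100 nM; 0% = DMSO with dimerizer and 100% = rapamycin at 8.4 µM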
Target sequence (Q9NZJ5 whole entry, looked up, the tested form may be a part): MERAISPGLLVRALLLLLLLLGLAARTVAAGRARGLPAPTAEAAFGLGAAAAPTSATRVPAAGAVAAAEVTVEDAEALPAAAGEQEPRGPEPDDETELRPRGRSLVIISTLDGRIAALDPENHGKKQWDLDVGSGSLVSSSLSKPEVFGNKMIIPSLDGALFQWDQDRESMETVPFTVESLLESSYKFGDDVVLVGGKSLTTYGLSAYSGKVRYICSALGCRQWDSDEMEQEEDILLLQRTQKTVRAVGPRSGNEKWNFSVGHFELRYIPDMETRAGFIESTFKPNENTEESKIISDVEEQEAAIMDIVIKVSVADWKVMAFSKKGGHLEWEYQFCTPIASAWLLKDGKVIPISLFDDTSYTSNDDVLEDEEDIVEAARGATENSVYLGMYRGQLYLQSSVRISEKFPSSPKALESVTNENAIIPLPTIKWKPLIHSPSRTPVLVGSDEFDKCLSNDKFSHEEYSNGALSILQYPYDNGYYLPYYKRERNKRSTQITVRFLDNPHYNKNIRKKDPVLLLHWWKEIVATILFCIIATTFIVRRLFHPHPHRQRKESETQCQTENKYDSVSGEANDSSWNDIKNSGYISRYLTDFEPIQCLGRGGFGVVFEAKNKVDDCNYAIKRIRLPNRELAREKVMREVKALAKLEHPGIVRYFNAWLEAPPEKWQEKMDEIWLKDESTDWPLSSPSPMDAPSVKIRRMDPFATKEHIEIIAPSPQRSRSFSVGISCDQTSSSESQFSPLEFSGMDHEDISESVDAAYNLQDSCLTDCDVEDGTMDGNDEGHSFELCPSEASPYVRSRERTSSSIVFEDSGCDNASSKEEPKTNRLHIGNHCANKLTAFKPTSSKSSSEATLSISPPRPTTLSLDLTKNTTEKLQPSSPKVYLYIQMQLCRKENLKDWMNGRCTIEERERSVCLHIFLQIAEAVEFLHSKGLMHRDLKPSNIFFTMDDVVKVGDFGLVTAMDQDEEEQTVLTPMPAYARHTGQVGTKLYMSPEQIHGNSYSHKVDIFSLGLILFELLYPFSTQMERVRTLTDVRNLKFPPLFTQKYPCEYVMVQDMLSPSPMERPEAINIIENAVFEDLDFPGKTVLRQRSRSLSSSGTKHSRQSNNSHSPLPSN
Ba/F3 V617F tox – reduce viability of Ba/F3 cells dependent on JAK2V617F; AID 1446; Ba/F3 EpoR-JAK2V617F viability, ATP luminescence; inhibition, % at 5.6 µM; actives 1.1% (n = 220,000);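 active = inhibition above the campaign mean plus 3 SD over all tested compounds, cut at about 24% in these data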;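 also: cytokine-independent growth of Ba/F3 cells driven by EpoR plus mutant JAK2; 0% = DMSO-treated cells and 100% = JAK inhibitor I control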
TRPML3 ag – agonists of human TRPML3 channel; actives 0.29% (n = 220,000); AID 1448; activation, % at 3 µM; HEK293 TRPML3-YFP, Fluo-8 calcium fluorescence; 100% = the carbachol control signal;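 active = activation above its plate's cutoff, the mean activation of the plate's test wells plus 3 SD, cut at about 12% in these data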;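 also: 0% = DMSO only wells and 100% = carbachol wells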
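Test system – HEK293 line with stable expression of human TRPML3-YFP channel · Control set – carbachol 87 µM final as high control (100%), DMSO as low control (0%) · Signal – Fluo-8 calcium dye fluorescence, ex 470-495, em 515-575 nm · Incubation – 1-h 37 °C dye load, 5-s basal, 120-s post-compound reads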
Calpain2 inh – blocks pig calpain II enzyme activity; inhibition, % at 16 µM; actives 0.37% (n = 220,000); purified calpain II, fluorogenic peptide substrate, 30 min;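 active = inhibition above about 50%, limit read from the data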
Numbers without * were called inactive; i = inactive. The order is random (roughly 3.6% active in at least one column).

SMILES	S1P4 antagonist	BaF3 parental	zfTRPN1 agonist	EP2 mod	S1P4 ag	PERK inh	Ba/F3 V617F tox	TRPML3 ag	Calpain2 inh
CCOc1ccccc1C(=O)NC(C(=O)Nc1cccc(S(N)(=O)=O)c1)C(C)C (centres undefined)	5	2	-0.6	6	1.0	0.7	-1	-0.5	-4
Cc1cc(NC(=O)CSc2ncn[nH]2)no1	-9	4	0.0	0	1.7	0.1	-4	0.5	-10
Cc1cc(NC(=O)c2ccc(S(=O)(=O)N3CCc4ccccc43)cc2)no1	4	2	0.9	-34	-1.5	1.0	2	0.6	-82
CC(C(=O)OCn1nnc2ccccc2c1=O)N1C(=O)c2ccccc2C1=O (centres undefined)	-14	4	0.4	-16	-2.8	1.3	3	0.3	-7
CCOc1ccc(N2C(=O)C3CC(C)=C(C)CC3C2=O)c([N+](=O)[O-])c1 (centres undefined)	-5	4	1.8	17	0.3	-1.1	-2	1.3	44
OCC1(CCc2ccccc2)CCN(Cc2ccc3nsnc3c2)CC1	-19	3	-0.3	-45	0.5	0.0	-3	1.2	-27
CCc1ccccc1S(=O)(=O)Cc1ccc(C(=O)N2CCN(c3ccccc3OC)CC2)o1	-6	0	3.5	-40	1.1	0.6	-4	0.5	-42
COc1cccc(C2N(c3cccc(Cl)c3)C(=O)C3CCCN32)c1 (centres undefined)	-6	2	1.3	12	0.0	0.2	2	0.7	-12
O=C(O)c1ccc2c(c1)C(=O)N(Cc1ccccc1)C2=O	-5	1	-1.3	-2	-4.0	1.0	-5	0.0	13
COc1ccc(S(=O)(=O)Nc2ccc(S(=O)(=O)N(C)C)cc2)cc1[N+](=O)[O-]	-22	7	-0.8	-9	1.5	-0.9	2	0.2	7
COCC(C)NS(=O)(=O)c1ccc(NC(=O)C(Cc2ccccc2)NC(N)=O)cc1 (centres undefined)	-7	2	0.5	4	1.0	-0.4	2	-0.7	7
COC(=O)c1c(C)oc2ccc(N(C(=O)c3ccncc3)S(=O)(=O)c3ccccc3)cc12	-15	7	-2.9	9	1.1	-0.4	3	-1.2	-1
COc1ccc(/C=C/C(=O)NC(=S)NNC(=O)Cc2cccs2)cc1	-7	3	1.6	9	-1.5	0.1	-1	0.1	-101
COc1ccc(-n2c(=O)cc(N3CCc4ccccc43)[nH]c2=O)cc1	8	-5	-0.2	10	1.7	-0.4	1	0.6	2
CC1=C(C(=O)OCc2ccc3c(c2)OCO3)C(c2ccccc2OCc2ccccc2)NC(=O)N1 (centres undefined)	-7	7	0.7	53	1.0	-3.2	3	0.7	-16
O=C(CCSc1nnc(-c2ccco2)o1)Nc1ccc(Cl)cc1	-6	6	0.3	4	2.5	0.0	-2	1.1	3
CCOC(=O)C1C(=O)N(C(=O)c2cncc(Br)c2)CC1c1ccccc1 (centres undefined)	-8	-3	0.5	8	20*	0.8	-7	1.1	-8
N#Cc1nc(Cl)c(Cl)c(NN)c1Cl	2	1	2.3	-22	1.7	0.5	-5	1.4	1
CCOc1ccc(OCCNC2CCCC2)cc1	-3	2	-0.9	11	-2.8	0.8	-5	0.7	-2
CC(=O)Nc1ccc(NC(=O)CN(c2ccc(F)cc2)S(=O)(=O)c2ccc3c(c2)OCCO3)cc1	-5	9	-0.5	-40	-1.5	-0.9	3	1.1	-4
O=C1NC(c2ccccc2Cl)Nc2ccccc21 (centres undefined)	7	5	1.2	31	0.9	1.1	0	0.2	i
Cc1cc(C)cc(SCc2noc(C(=O)NC(C)C)c2C(=O)O)c1	2	1	-0.4	5	-2.1	0.2	-1	0.4	21
COc1cccc(NC(=O)N2CCC(n3nnc4ccccc43)CC2)c1	0	5	0.3	3	1.1	-0.6	4	0.1	21
O=C(Nc1ccc2c(c1)nc1n2CCN(Cc2ccccc2)C1)NC1CCCCC1	11	3	1.1	-13	3.0	-0.6	-1	0.3	i
CN1CCN(c2nc(-c3cccnc3)nc3ccccc23)CC1	-23	1	0.7	7	2.6	-1.3	-5	0.2	10
O=C(/C=C/c1ccco1)Nc1cccc(S(=O)(=O)N2CCOCC2)c1	-18	3	-0.5	4	0.8	0.0	-1	0.6	14
CC(=O)Nc1ccc(-c2cc(-c3ccc(NC(C)=O)cc3)nc(-c3ccc(NC(C)=O)cc3)n2)cc1	-16	2	1.3	27	0.1	1.3	-1	0.8	-135
Cc1ccc(/C=C/C(=O)NC2CCCCCCC2)o1	2	1	0.6	-56	1.9	0.1	3	-0.2	8
CN1/C(=C\C(=O)C[n+]2cccc(Br)c2)C(C)(C)c2ccccc21	-12	67*	-1.8	-35	0.2	0.8	66*	0.7	16
CCOC(=O)C1C(c2cc(OC)c(OC)c(OC)c2)NC(=S)NC1(O)C(F)(F)F (centres undefined)	-15	5	0.6	20	-0.7	1.0	2	0.7	12
CCOC(=O)CNS(=O)(=O)c1cc(-c2n[nH]c(=O)c3ccccc23)ccc1C	-22	-1	1.2	14	0.7	-1.4	-4	0.5	-19
O=C(Nc1cc(S(=O)(=O)N2CCOCC2)ccc1N1CCOCC1)c1cccc(S(=O)(=O)N2CCCCC2)c1	-16	-5	0.1	14	-1.7	0.8	-4	-0.5	-44
CC1CC(C)CN(C(=O)c2cccc3c2-c2ccccc2C3=O)C1 (centres undefined)	-2	-5	-3.9	0	-0.9	1.1	-1	-1.6	0
CCCCN(C)CCNC(=O)C(=O)c1c(C)[nH]c2ccccc12	-9	-1	-0.2	-23	0.6	0.2	-2	0.2	5
CC(=O)Nc1cccc(Oc2cnc3ccccc3n2)c1	-10	5	1.0	10	-3.3	1.1	5	0.6	16
Cc1ccc(NC(=O)CN2C(=O)N/C(=C/c3ccc(C)o3)C2=O)cc1	-4	4	-2.9	-2	-1.6	0.2	-1	-0.2	-6
Cc1ccc(/C(N)=N/OC(=O)c2ccc(F)cc2)cc1	-10	1	0.2	11	0.5	1.1	1	1.0	5
CC(=O)c1cccc(S(=O)(=O)NCC(c2ccco2)N2CCCCC2)c1 (centres undefined)	-16	7	-1.1	9	-0.1	0.5	0	0.6	3
CN1C(=O)CC(N2CCN(CC(=O)N3CCCC3)CC2)C1=O (centres undefined)	-11	6	0.1	39	2.1	1.2	0	0.8	-2
O=C(C1CCCCC1)N1CCN(S(=O)(=O)c2ccc(Cl)cc2)CC1	9	1	0.0	-5	0.3	0.1	2	-0.3	-28
CC(=O)NS(=O)(=O)c1ccc(NC(=S)NC(=O)COc2ccccc2C)cc1	9	9	1.3	-8	4.3	0.6	0	0.9	-5
CCOc1ccc(N2C(=O)CN(c3cccc4ccccc34)C2=S)cc1	4	80*	-1.2	10	1.1	0.0	1	0.2	-13
CC(C)CC(=O)Nc1cccc(-c2nc3ccccc3o2)c1	-11	4	5.5	-67	-0.7	-0.4	-1	2.5	-90
CCCCn1c(SCC(=O)Nc2nnc(C)s2)nnc1-c1ccoc1C	-18	0	1.3	-2	-1.4	-0.8	0	0.0	10

Structures above that contain a halogen, in the order listed:
SMILES	S1P4 antagonist	BaF3 parental	zfTRPN1 agonist	EP2 mod	S1P4 ag	PERK inh	Ba/F3 V617F tox	TRPML3 ag	Calpain2 inh
COc1cccc(C2N(c3cccc(Cl)c3)C(=O)C3CCCN32)c1 (centres undefined)	-6	2	1.3	12	0.0	0.2	2	0.7	-12
O=C(CCSc1nnc(-c2ccco2)o1)Nc1ccc(Cl)cc1	-6	6	0.3	4	2.5	0.0	-2	1.1	3
CCOC(=O)C1C(=O)N(C(=O)c2cncc(Br)c2)CC1c1ccccc1 (centres undefined)	-8	-3	0.5	8	20*	0.8	-7	1.1	-8
N#Cc1nc(Cl)c(Cl)c(NN)c1Cl	2	1	2.3	-22	1.7	0.5	-5	1.4	1
CC(=O)Nc1ccc(NC(=O)CN(c2ccc(F)cc2)S(=O)(=O)c2ccc3c(c2)OCCO3)cc1	-5	9	-0.5	-40	-1.5	-0.9	3	1.1	-4
O=C1NC(c2ccccc2Cl)Nc2ccccc21 (centres undefined)	7	5	1.2	31	0.9	1.1	0	0.2	i
CN1/C(=C\C(=O)C[n+]2cccc(Br)c2)C(C)(C)c2ccccc21	-12	67*	-1.8	-35	0.2	0.8	66*	0.7	16
CCOC(=O)C1C(c2cc(OC)c(OC)c(OC)c2)NC(=S)NC1(O)C(F)(F)F (centres undefined)	-15	5	0.6	20	-0.7	1.0	2	0.7	12
Cc1ccc(/C(N)=N/OC(=O)c2ccc(F)cc2)cc1	-10	1	0.2	11	0.5	1.1	1	1.0	5
O=C(C1CCCCC1)N1CCN(S(=O)(=O)c2ccc(Cl)cc2)CC1	9	1	0.0	-5	0.3	0.1	2	-0.3	-28
